RXFP1 agonist = qHTS Assay for Agonists of the Relaxin Receptor RXFP1; HEK293T-RXFP1 cAMP TR-FRET, 30 min; response scale: percent of porcine relaxin response, buffer zero; Relaxin receptor 1 (Homo sapiens), Q9HBX9; Potency, µM (highest dose often 57.5 µM), without a hit: at the top dose activation, most hits filed as activators; 0.3% of 370,000 active; active = well fitted activation curve with a large enough effect; note: nearly all actives have a fitted effect of over 60% in size; many of its hits are not listed in these tables
Target sequence (Q9HBX9 whole entry, looked up): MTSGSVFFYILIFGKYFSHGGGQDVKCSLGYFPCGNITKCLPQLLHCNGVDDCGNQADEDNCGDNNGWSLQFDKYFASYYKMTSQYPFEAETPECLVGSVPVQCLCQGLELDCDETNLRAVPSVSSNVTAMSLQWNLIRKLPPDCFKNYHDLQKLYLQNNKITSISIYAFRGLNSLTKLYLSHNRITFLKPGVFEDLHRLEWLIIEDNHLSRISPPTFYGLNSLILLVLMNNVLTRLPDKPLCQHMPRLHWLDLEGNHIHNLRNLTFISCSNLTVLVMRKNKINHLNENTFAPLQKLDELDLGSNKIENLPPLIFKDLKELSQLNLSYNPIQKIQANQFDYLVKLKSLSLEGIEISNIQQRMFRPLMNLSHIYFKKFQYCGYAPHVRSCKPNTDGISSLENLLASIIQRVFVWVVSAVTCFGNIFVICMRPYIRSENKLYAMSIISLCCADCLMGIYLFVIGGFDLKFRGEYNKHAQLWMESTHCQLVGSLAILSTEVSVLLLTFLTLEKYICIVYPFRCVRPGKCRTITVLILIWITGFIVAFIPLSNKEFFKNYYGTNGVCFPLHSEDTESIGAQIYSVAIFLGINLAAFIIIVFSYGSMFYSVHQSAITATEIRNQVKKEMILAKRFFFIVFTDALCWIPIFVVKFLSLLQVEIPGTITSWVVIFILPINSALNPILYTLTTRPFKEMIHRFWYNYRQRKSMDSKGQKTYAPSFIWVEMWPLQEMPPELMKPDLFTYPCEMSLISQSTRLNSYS
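HEK293T cells stably expressing RXFP1 were pretreated with the PDE4 inhibitor Ro 20174, exposed to compounds for 30 min at 37C, lysed, and cAMP was read by TR-FRET. Data normalized to buffer (basal) and 29 nM porcine relaxin (100%).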
* hit, by the source's call; [ ] = another dose, or the depositor's remark. % is set by controls: 0 for no effect and ±100 for the full control effect; potency is the fitted concentration of half-maximal effect. This is a subset (hit frequency here may not be typical).

cpd	smiles	RXFP1 agonist
1	CC(=O)NC(c1ccco1)c1cc(Cl)c2ccc(N3CCCCC3)nc2c1O (stereo unspecified)	0.1%
2	Cn1c(=O)c2c(SCC(=O)N3CCOCC3)nc(CC(C)(C)C)nc2n(C)c1=O	0.4%
3	C#CCOCCOCCOCCNc1nc(N2CCN(C(=O)[C@H](CCC(=O)O)n3cc(C(N)Cc4ccc(O)cc4)nn3)CC2)nc(N2CCN(C(=O)[C@H](CCCCN)n3cc(C(N)[C@H](C)CC)nn3)CC2)n1 (stereo partly specified)	-1.0%
4	COc1ccc2o/c(=N/NC(=S)Nc3ccccc3)c(C(N)=O)cc2c1	0.1%
5	O=C(Cc1ccccc1)N/N=C/c1ccccc1F	0.1%
6	Cc1ccc(S(=O)(=O)c2cc3c(=O)n4cccc(C)c4nc3n(CC3CCCO3)c2=N)cc1 (stereo unspecified)	0.7%
7	C#CCOCCOCCOCCNc1nc(N2CCN(C(=O)[C@H](CCC(=O)O)n3cc(C(N)CO)nn3)CC2)nc(N2CCN(C(=O)[C@H](Cc3ccc(O)cc3)n3cc(C(N)CC(C)C)nn3)CC2)n1 (stereo partly specified)	-0.9%
8	CNCCCNCc1ccc(SC)cc1	1.8%
9	O=C1Nc2ccccc2S/C1=C\C(=O)N1CCCC1	1.0%
10	O=C(O)c1ccc(S(=O)(=O)N[C@H](Cc2ccc(O)cc2)C(=O)O)cc1	-0.1%
11	CC1CN(S(=O)(=O)c2ccc(C(=O)Nc3sc4c(c3C(N)=O)CCN(C)C4)cc2)CC(C)O1 (stereo unspecified)	-1.2%
12	Cc1nnc2sc(SCc3ccccc3)nn2c1=O	3.7%
13	O=C(NC1CCCCC1)C(c1cc2c(cc1[N+](=O)[O-])OCO2)N1CCCCC1 (stereo unspecified)	-0.6%
14	Cc1cccc(-n2c(N)cc(=O)nc2SCC(=O)Nc2nnc(CC(C)C)s2)c1	-1.2%
15	O=c1c2ccccc2cnn1Cc1n[nH]c(=S)n1-c1ccc(Cl)cc1Cl	24%
16	O=C1C2CCCN2c2ccc(S(=O)(=O)N3CCOCC3)cc2N1Cc1cccc(C(F)(F)F)c1 (stereo unspecified)	5.0%
17	COc1ccc(CNc2cc(C)cc(C)c2)cc1OC	-1.1%
18	NC(=O)c1cc([N+](=O)[O-])ccc1NCCN1C(=O)c2ccccc2C1=O	3.1%
19	COc1cccc(C(=O)NCC2CCCO2)c1 (stereo unspecified)	-1.6%
20	Cc1c(Cc2ccccc2)sc(N)c1C(N)=O	1.3%
21	COc1ccc(-c2csc(NC(=O)COC(=O)Cc3ccc(Cl)cc3Cl)n2)cc1	-1.9%
22	O=C(CSc1nnc(-c2ccc(Cl)s2)o1)N1CCc2ccccc21	1.8%
23	CCC(=O)NC(c1cccs1)c1cc(Br)c2cccnc2c1O (stereo unspecified)	1.9%
24	COc1ccc(NC(=S)N(C(C)C)C2CCN(C(C)C)CC2)cc1Cl	-0.6%
25	COc1cccc2[nH]c3c(N4CC(C)CC(C)C4)ncnc3c12 (stereo unspecified)	7.2%
26	c1ccc2c(-c3cn4ccccc4n3)c[nH]c2c1	-0.2%
27	CCN1CCN(C2CC(=O)NC2=O)CC1 (stereo unspecified)	2.7%
28	CCCCC(=O)Nc1sc2c(c1-c1nc3ccccc3s1)CCN(C(C)=O)C2	4.1%
29	COc1ccc(C(O)c2nc3ccccc3s2)cc1 (stereo unspecified)	2.4%
30	CN(C)c1nc(N(C)C)nc(N(C#N)CN2C(=O)c3ccccc3C2=O)n1	5.2%
31	O=C(O)c1cccnc1SC1CC(=O)N(c2cccc3ccccc23)C1=O (stereo unspecified)	1.4%
32	Cc1cc(C)nc(NC(=O)CSc2ncccn2)n1	-1.2%
33	CCOC(=O)c1cnc(SCC(=O)Nc2ccc(N3CCOCC3)cc2)nc1N	1.0%
34	CCn1c(SCC(=O)NCc2ccco2)nnc1-c1ccncc1	-0.1%
35	COc1ccc2cc(/C=C/C(=O)c3ccco3)c(Cl)nc2c1	0.0%
36	CCn1c(SCC(=O)Nc2ccccc2C(=O)OC)nc2c1c(=O)n(C)c(=O)n2C	4.5%
37	COc1ccc2[nH]c(=O)c(CN(Cc3cccs3)C(=S)Nc3ccccc3)cc2c1	2.1%
38	O=C1CSC(=S)N1N1C(=O)c2cccc([N+](=O)[O-])c2C1=O	0.3%
39	C/C(=C/CCC(C)C1CCC2(C)C3CCC4C(C)(C)C(=O)CCC4(C)C3=CCC12C)C(=O)O (stereo unspecified)	3.3%
40	COc1ccc(Nc2ccc3nnc(-c4ccc(Br)cc4)n3n2)cc1	0.7%
41	CCCCOc1ccc(C(=O)NCCc2cccs2)cc1	1.7%
42	CCOc1cc(-c2ccc3c(c2)OCO3)cc(=O)c2c(C)oc(C)c12	2.0%
43	Cc1cc(C(=O)CN2C(=O)NC3(CCCc4ccccc43)C2=O)c(C)n1Cc1ccco1 (stereo unspecified)	0.6%
44	COc1ccc([C@]23Cc4cc(C#N)ccc4C(O2)c2c(c4ccc(OC)cc4oc2=O)O3)cc1	1.3%[11.5 µM]
45	Cc1ccc2cc(CN(Cc3cccs3)Cc3nnnn3C(C)(C)C)c3nnnn3c2c1	-0.1%
46	CCOC(=O)c1[nH]c2cc3c(cc2c1NC(=O)CN1CCCCC1C)OCO3 (stereo unspecified)	0.1%
47	O=C(NCc1cccnc1)C(=O)Nc1nccs1	2.3%
48	Cc1ccc(Cn2c(SCC(=O)Nc3cccc(C)n3)nc3c2c(=O)n(C)c(=O)n3C)cc1	-1.4%
49	Cn1c(N2CCN(C(=O)C34CC5CC(CC(C5)C3)C4)CC2)nc2ccccc21	2.8%
50	CC1OC(OC2C(OC3C(O[C@H]4CC[C@]5(C)C6C=C[C@]78OC[C@@]9(CC[C@@H](C)[C@H](C)C97)[C@H](O)C[C@@]8(C)[C@]6(C)CC[C@H]5C4(C)C)OC(C)C(O)C3O)OC(CO)C(O)C2O)C(O)C(O)C1O (stereo partly specified)	0.4%

Individual results from the list.
RXFP1 agonist with no. 47 is entered as 2.3%
RXFP1 agonist with no. 36 is entered as 4.5%
RXFP1 agonist with no. 46 is entered as 0.1%
RXFP1 agonist with no. 27 is entered as 2.7%

Next section.
cpd	smiles	RXFP1 agonist
51	Cn1c(=O)c2[nH]c(N3CCN(c4ccccn4)CC3)nc2n(C)c1=O	-0.4%
52	CCCCn1c(C)cc2c(c1=O)C1O[C@](CCCC)(Cc3cc(C#N)ccc31)O2	-1.8%[11.5 µM]
53	Cc1cc(C)nc(S/C=C/C(=O)c2ccc(F)cc2)n1	2.9%
54	COc1ccc2c3c(c(=O)oc2c1)C1O[C@](c2ccsc2)(Cc2ccccc21)O3	-0.2%[11.5 µM]
55	Fc1cccc(CNc2ncnc3ccc(-c4cccnc4)cc23)c1	0.5%
56	CCCN1C(=O)/C(=c2\s/c(=C3\C=Cc4ccccc4N3CC)c(=O)n2-c2ccccc2)SC1=S	-1.1%
57	C#CCOCCOCCOCCNc1nc(N2CCN(C(=O)[C@H]([C@@H](C)CC)n3cc([C@@H](N)CO)nn3)CC2)nc(N2CCN(C(=O)[C@H](Cc3cc4ccccc4[nH]3)n3cc([C@@H](N)C(C)CC)nn3)CC2)n1 (stereo partly specified)	-1.5%
58	Cc1nc2ccccc2c2c1C(=O)N(CCC1=CCCCC1)C2=O	3.0%
59	CCCC(C)NC(=O)c1ccc(-c2ccccc2)cc1 (stereo unspecified)	0.3%
60	COc1cc([C@@H]2c3cc4c(cc3[C@@H](O)[C@@H](CO)[C@@H]2CO)OCO4)cc(OC)c1O[Si](C)(C)C(C)(C)C	-0.3%
61	CCn1cc(C(=O)NCc2ccc3c(c2)OCO3)c(=O)c2ccc(C)nc21	15%
62	Cc1ccc(C(=O)c2ccc(C(F)(F)F)cc2)cc1	0.1%
63	NC(=O)C(=CNc1nc(-c2ccc(Cl)c(Cl)c2)cs1)C(N)=O	-6.6%
64	O=C(O)c1ccc2c(c1)C(=O)N([C@H](Cc1c[nH]c3ccccc13)C(=O)O)C2=O	0.6%
65	Cc1cccc(N2CCN(S(=O)(=O)c3ccc4[nH]c(=O)c(=O)[nH]c4c3)CC2C)c1 (stereo unspecified)	1.1%
66	CCOc1ccc(CCN2C(=O)C(=O)N([C@H](CCCN(C)Cc3ccccc3)CNCc3ccccc3)C[C@@H]2C(C)C)cc1	1.6%
67	COc1ccc(OC)c(NC(=O)C2C3CCC(O3)C2C(=O)O)c1 (stereo unspecified)	0.7%
68	Cn1c(=O)c2c(ncn2CCCNC2=CC(C)(C)CC(=O)C2)n(C)c1=O	-1.0%
69	CC(C)(C)C#CC(CCc1ccccc1)OS(N)(=O)=O (stereo unspecified)	0.7%
70	COC(=O)/C=C1/S/C(=N/N=C/c2ccc(N(C)C)cc2)NC1=O	2.6%
71	Cc1ccc(NCN2C(=O)C3C4CCC(C4)C3C2=O)cc1 (stereo unspecified)	-0.5%
72	Cc1ccc(OCc2nn3c(-c4n[nH]c5c4CCC5)nnc3s2)cc1	0.7%
73	Cc1ccc(-c2nnc3c4ccccc4c(C)nn23)cc1NC(=O)CN1CCOCC1	12%
74	Cc1ccc(S(=O)(=O)NC(=O)N2CCC(C)CC2)cc1	0.3%
75	COC(=O)[C@@H](NC(=O)O[C@H]1C(=O)c2ccc(OC)cc2O[C@@H]1c1ccc2c(c1)OCO2)C(C)C	0.8%

Arranged by heavy-atom count (descending): part of the list above.
cpd	smiles	RXFP1 agonist
66	CCOc1ccc(CCN2C(=O)C(=O)N([C@H](CCCN(C)Cc3ccccc3)CNCc3ccccc3)C[C@@H]2C(C)C)cc1	1.6%
73	Cc1ccc(-c2nnc3c4ccccc4c(C)nn23)cc1NC(=O)CN1CCOCC1	12%
70	COC(=O)/C=C1/S/C(=N/N=C/c2ccc(N(C)C)cc2)NC1=O	2.6%
62	Cc1ccc(C(=O)c2ccc(C(F)(F)F)cc2)cc1	0.1%

Continued.
cpd	smiles	RXFP1 agonist
76	O=C(CC1Nc2ccccc2NC1=O)c1ccccc1 (stereo unspecified)	-1.1%
77	Cc1nc(N2CCCCC2)sc1C(=O)c1ccc(Cl)c([N+](=O)[O-])c1	1.4%
78	Cc1cccc2cc(/C=N/NC(=O)CN3CCCCC3)c(Cl)nc12	0.4%
79	CC1CC(C)CN(CCCNC(=O)C2CCN(c3ncnc4c3sc3cccc(F)c34)CC2)C1 (stereo unspecified)	23%
80	CCCCC(=O)Nc1sc2c(c1C(=O)OCC)CCC(C=O)=C2Cl	2.9%
81	Cc1ccsc1C1CC(=O)OC2=C1C(=O)CC(C)(C)C2 (stereo unspecified)	-0.9%
82	Cc1ccc(NC(NC(=O)OCCn2c([N+](=O)[O-])cnc2C)C(Cl)(Cl)Cl)cc1 (stereo unspecified)	-2.0%
83	CCCOc1ccc2oc(=O)c3c(c2c1)CCCN3C(=O)CN1CCN(C(=O)c2ccco2)CC1	-2.2%
84	COc1ccc(-c2nc(-c3cccc(C)c3)nc(Cl)c2C#N)cc1	8.3%
85	COc1ccc(/C=C2\SC(=Nc3ccccc3)NC2=O)cc1	1.6%
86	O=C(Cn1c2ccc(F)cc2c2nc3n(c(=O)c21)CCS3)Nc1ccccc1F	28%
87	O=c1c2c3nc4ccccc4nc3n(-c3cccc(F)c3)c2ncn1Cc1ccc2c(c1)OCO2	-1.6%
88	CCOc1ccc(/C=C2\N=C(c3cccs3)OC2=O)cc1OC	0.2%
89	COc1ccccc1/C=N/NC(=O)c1ccc(NC(=O)c2cccc([N+](=O)[O-])c2)cc1	-0.8%
90	CC(=O)Nc1ccc(S(=O)(=O)Nc2ccc3c(c2)C(=O)OC3)cc1	0.1%
91	COc1cc2c(cc1OC)C1O[C@](CCCCN3C(=O)c4ccccc4C3=O)(C2)Oc2c1c(=O)oc1ccc(F)cc21	1.4%[11.5 µM]
92	O=C1NN(c2ccc(Cl)c(Cl)c2)C(=O)/C1=C/c1cccc(OC(=O)c2cccs2)c1	-0.1%
93	CC(=O)Oc1c(C)cc(O)c2ccccc12	0.0%
94	Cc1ccc(S(=O)(=O)/C(C#N)=C/c2c(Oc3ccc(Cl)cc3)nc3c(C)cccn3c2=O)cc1	3.5%
95	Cc1ccc(NC(=O)CN2C(=O)S/C(=C\c3ccc(-c4cccc(C(=O)O)c4C)o3)C2=O)cc1	0.3%
96	CC1Cc2ccccc2N1C(=O)CSc1nnc(-c2ccc(S(=O)(=O)N3CCCCC3)cc2)o1 (stereo unspecified)	1.0%
97	CCN(CC)CCN1C(=O)C(=O)/C(=C(/O)c2ccc(C)cc2)C1c1ccncc1 (stereo unspecified)	-2.5%
98	CCc1nnc(NS(=O)(=O)c2ccc(NS(=O)(=O)c3ccc(NC(C)=O)cc3)cc2)s1	1.9%
99	CCn1c2ccccc2c2cc(NC(=O)Nc3ccc([N+](=O)[O-])cc3C)ccc21	0.0%
100	Cc1ccc(CN2C(=O)/C(=C3\SC(N4CCOCC4)=NC3=O)c3cc(Br)ccc32)cc1	0.2%

Among those listed so far, these have bromine:
cpd	smiles	RXFP1 agonist
23	CCC(=O)NC(c1cccs1)c1cc(Br)c2cccnc2c1O (stereo unspecified)	1.9%
40	COc1ccc(Nc2ccc3nnc(-c4ccc(Br)cc4)n3n2)cc1	0.7%
100	Cc1ccc(CN2C(=O)/C(=C3\SC(N4CCOCC4)=NC3=O)c3cc(Br)ccc32)cc1	0.2%

Next part.
cpd	smiles	RXFP1 agonist
101	COc1ccc(Oc2coc3cc(OCC(=O)N4CCCCC4)ccc3c2=O)cc1	-0.3%
102	COc1cccc(C2=CC(c3ccc(N(C)C)cc3)n3ncnc3N2)c1 (stereo unspecified)	2.7%
103	Cn1c(=O)c2c(nc(SCC(=O)N3CCc4ccccc43)n2Cc2ccccc2)n(C)c1=O	3.2%
104	CC1=NN(c2ccccc2)C(=O)/C1=C/c1cc2cc(C)ccc2nc1N1CCCCC1	0.2%
105	O=c1oc2cc(OCc3ccc(F)cc3F)ccc2cc1-c1ccc2ccccc2n1	1.3%
106	CCN(CC)c1ccc(/C=C/c2nc3ccccc3s2)cc1	1.4%

High-throughput results as filed in PubChem BioAssay.
